Compound activity from PubChem BioAssay.
Casp7 inh = qHTS Assay for Allosteric/Competitive Inhibitors of Caspase-7. Potency, µM (top dose mostly 57.5 µM), for the others: top-dose activity change, negative = inhibition, most hits filed as inhibitors. P55210. recombinant caspase-7, Ac-DEVD-AFC fluorescence rate. 0.02% of 75,000 active. AID 889, 2007; active = well fitted inhibition curve with a large enough effect in the main read-out, with a control signal flat, not every such curve was filed as active; inconclusive = small, poorly fitted or top-dose-only effect, or a change in a side signal; note: potency is the fitted concentration of half-maximal effect; % of control where 0% means no effect
Caspase-1 inhib = qHTS Assay for Allosteric/Competitive Inhibitors of Caspase-1. Caspase-1 enzyme, Ac-WEHD-AFC fluorogenic rate. Potency, µM (top dose mostly 57.5 µM), for inactives: top-dose activity change, negative = inhibition, hits mostly inhibitors. 0.03% of 75,000 active. AID 900, 2007;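 note: potency is the fitted concentration of half-maximal effect; plate controls were vehicle for no effect and no substrate for full effect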
Target sequence (P29466 120-297 limits assumed): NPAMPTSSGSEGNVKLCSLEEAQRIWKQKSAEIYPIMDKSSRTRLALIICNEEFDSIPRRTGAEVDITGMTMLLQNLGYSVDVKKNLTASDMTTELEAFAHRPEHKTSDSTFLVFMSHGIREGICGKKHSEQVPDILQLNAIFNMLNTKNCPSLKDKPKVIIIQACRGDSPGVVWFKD
Target sequence (P29466 317-404 limits assumed): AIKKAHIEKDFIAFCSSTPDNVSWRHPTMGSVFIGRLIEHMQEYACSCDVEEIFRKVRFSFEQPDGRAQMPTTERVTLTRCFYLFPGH
USP2a inh = qHTS Assay for Inhibitors of Ubiquitin-specific Protease USP2a. Ubiquitin carboxyl-terminal hydrolase 2 (Homo sapiens), O75604. USP2a enzymatic assay, qHTS inhibition. Potency, µM (highest dose often 38.3 µM), without a hit: at the highest dose activity change, negative = inhibition, hits mostly inhibitors. 0.1% of 60,000 active. AID 927, 2007;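 note: potency is the fitted concentration of half-maximal effect; nearly all actives have a fitted effect of over 60% in size; plate controls were DMSO for no effect and NEM full inhibition control for full effect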
Target sequence (O75604 whole entry, looked up): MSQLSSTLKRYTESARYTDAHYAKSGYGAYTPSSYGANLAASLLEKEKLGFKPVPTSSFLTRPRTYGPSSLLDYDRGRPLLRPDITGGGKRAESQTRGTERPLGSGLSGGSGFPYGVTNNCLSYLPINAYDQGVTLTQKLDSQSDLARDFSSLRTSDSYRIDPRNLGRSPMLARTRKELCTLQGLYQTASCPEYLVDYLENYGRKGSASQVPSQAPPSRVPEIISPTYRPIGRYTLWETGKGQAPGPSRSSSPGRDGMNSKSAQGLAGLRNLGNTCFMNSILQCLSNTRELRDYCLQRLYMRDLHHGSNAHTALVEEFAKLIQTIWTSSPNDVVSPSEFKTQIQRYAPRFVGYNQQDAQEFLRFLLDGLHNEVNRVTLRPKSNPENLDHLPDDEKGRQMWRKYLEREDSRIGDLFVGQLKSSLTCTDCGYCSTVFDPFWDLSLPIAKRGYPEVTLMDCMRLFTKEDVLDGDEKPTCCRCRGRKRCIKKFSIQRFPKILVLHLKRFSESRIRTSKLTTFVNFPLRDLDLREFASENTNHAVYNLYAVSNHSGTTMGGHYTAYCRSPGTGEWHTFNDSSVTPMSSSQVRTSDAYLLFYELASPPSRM
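Inhibition is measured in a cell-free coupled assay with 20 nM USP2 core, 20 nM Ub-PLA2 and 20 uM NBD C6-HPC, 2.5 h incubation. Activity normalized to NEM control.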
Texas Red fluor = qHTS Assay for Spectroscopic Profiling in Texas Red Spectral Region. Compound fluorescence, Texas Red channel, 547/618 nm; hits give high values. max dye-equivalent concentration, M. 0.06% of 59,000 active. AID 587, 2007; in the data active = max dye-equivalent concentration above about 10 nM; inconclusive = between about 1.1 nM and that limit
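Compound titrations in 100 mM Tris pH 8.0 were incubated 15 min at room temperature and read at 547 nm excitation / 618 nm emission. Texas Red six-point standard curve on each plate converted fluorescence to dye-equivalent concentration.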
Fluorescein fluor = qHTS Assay for Spectroscopic Profiling in Fluorescein Spectral Region; max fluorescein-equivalent concentration, M; Compound autofluorescence, 480/540 nm, fluorescein-equivalent; hits give high values; 0.91% of 59,000 active; in the data active = max fluorescein-equivalent concentration above about 10 nM; inconclusive = between about 1.1 nM and that limit
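Read-out is intrinsic compound fluorescence at 480/540 nm (excitation/emission), expressed as dye-equivalent concentration using a fluorescein standard series run on every plate. Compounds sat 15 min at room temperature in 100 mM Tris, pH 8.0.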
Rhodamine autofl = qHTS Assay for Spectroscopic Profiling in Rhodamine Spectral Region. Rhodamine-region fluorescence, 547/598 nm, Tris buffer; hits give high values. max dye-equivalent concentration, M. 0.05% of 59,000 active. AID 594, 2007; in the data active = max dye-equivalent concentration above about 11 nM; inconclusive = between about 1.1 nM and that limit
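A six-point rhodamine series on each plate calibrates the signal. Compounds sit in 100 mM Tris (pH 8.0) for 15 min at ambient temperature before imaging through 547 nm/598 nm filters.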
ERK AVP inh = qHTS Assay for Inhibitors of the ERK Signaling Pathway using a Homogeneous Screening Assay; HEK293-V1b, vasopressin-stimulated pERK AlphaScreen; Potency, µM (top dose mostly 57.5 µM), for inactives: at the top dose activity, negative = inhibition, actives largely listed as inhibitors; 0.99% of 72,000 active; note: potency is the fitted concentration of half-maximal effect; % is set by controls: 0 for no effect and ±100 for the full control effect; nearly all actives have a fitted effect of over 55% in size
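V1b-HEK293 cells; cpd 30 min 37C; 25 nM vasopressin 5 min; lyse 10 min; AlphaScreen beads 5 hr RT. Normalized to DMSO basal and 25 nM vasopressin; AC50 by Hill fit.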
Luciferase inh = qHTS Assay for Inhibitors of Firefly Luciferase | 2.2% of 72,000 active | purified firefly luciferase, luminescence, 8 min | Luciferin 4-monooxygenase (Photinus pyralis), P08659 | Potency, µM (highest dose often 57.1 µM), for the others: top-dose activity change, negative = inhibition, actives largely listed as inhibitors; note: potency is the fitted concentration of half-maximal effect; % is set by controls: 0 for no effect and ±100 for the full control effect; nearly all actives have a fitted effect of over 40% in size
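Titration-based qHTS; buffer 50 mM imidazole pH 7.2, 50 mM KCl, 7 mM MgCl2, 10 uM ATP, 0.01% Tween 20, 0.05% BSA; luciferase/luciferin detector mix added after compound; 8 min, ambient; luminescence.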
HEK293 cAMP ctrl = qHTS Assay for Agonists of the Thyroid Stimulating Hormone Receptor: Activators of Intracellular cAMP Concentrations in Parental HEK 293 | parental HEK293 CNG cAMP sensor, membrane potential fluorescence | Potency, µM (highest dose often 57.1 µM), without a hit: at the top dose activation, hits mostly activators | 2.5% of 73,000 active; note: potency is the fitted concentration of half-maximal effect; % of control where 0% means no effect; nearly all actives have a fitted effect of over 55% in size
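Counterscreen for endogenous-receptor signalling: CNG-channel HEK 293 cells report cAMP rise by membrane depolarization. After 60 min dye equilibration with 100 uM RO 20-1724, compounds incubated 30 min before bottom-read fluorescence at 590 nm.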
Tau fil binding = qHTS Assay for Tau Filament Binding; recombinant tau filaments, thioflavin S fluorescence, 15 h; filaments grown with octadecylsulfate alongside compound; AID 596, 2007; 2% of 71,000 active; Potency, µM (top dose mostly 57.1 µM), inactives show at the highest dose activity change, negative = inhibition;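 note: potency is the fitted concentration of half-maximal effect; % is set by controls: 0 for no effect and ±100 for the full control effect; actives lower thioflavin S fluorescence by blocking filaments or displacing dye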
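ThS-based fibril read: tau 1 uM final, inducer ODS 30 uM final, 37 C for 15 h, ex 450/em 510 nm.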
HADH2 inh = qHTS Assay for Inhibitors of HADH2 (Hydroxyacyl-Coenzyme A Dehydrogenase, Type II). 3.4% of 73,000 active. recombinant HADH2, NADH fluorescence, beta-hydroxybutyryl-CoA. Potency, µM (top dose mostly 57.1 µM), without a hit: at the top dose activity change, negative = inhibition, usual class: inhibitors. 3-hydroxyacyl-CoA dehydrogenase type-2 (Homo sapiens), Q99714; note: potency is the fitted concentration of half-maximal effect; % is set by controls: 0 for no effect and ±100 for the full control effect; nearly all actives have a fitted effect of over 60% in size; many of its hits are not listed in these tables
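Read-out: 360 nm excitation, 450 nm emission, kinetic over 4 min. Conditions: His-tagged human HADH2 20 nM, pH 9.0 Tris with Tween-20, 1 mM NAD+, 90 uM beta-hydroxybutyryl-CoA.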
The depositor's hits bear a star; i = inactive; ? = inconclusive; . = no result given; & = joins results of further samples; [ ] = remark or other dose. Unless noted, calls come from the whole dose curve; as a rule, active = well fitted curve in the direction sought with a large enough effect; inconclusive = small, poorly fitted or top-dose-only effect, or another doubt; inactive = no such curve, though single readings can be large; an effect the other way counts as inactive or inconclusive. Some of the compounds tested; the hit share may differ from the screen's.

Value order – Casp7 inh, Caspase-1 inhib, USP2a inh, Texas Red fluor, Fluorescein fluor, Rhodamine autofl, ERK AVP inh, Luciferase inh, HEK293 cAMP ctrl, Tau fil binding, HADH2 inh
COc1ccccc1NC1=NCC(=O)N1Cc1ccccc1
 : -2%, -4%, 3%, i, i, i, -18%, 3%, 6%, -4%, -15%
Cc1cc(NC(=O)c2cc3ncc(Br)cn3n2)no1
 : -1%, -1%, 16%, i, ?, i, -21%, -1%, -3%, -3%, -2%
COc1cccc([C@@H]2Oc3ccc(OC)cc3/C(=N/OC[C@@H](O)COCc3ccco3)[C@@H]2O)c1
 : -1%[11.5 µM], -2%[11.5 µM], ., ., ., ., 9%[11.5 µM], 1%[11.4 µM], 1%[11.4 µM], ., 13%[11.4 µM]
CCCC(c1nnnn1Cc1cccs1)N1CCN(c2ccc(OC)cc2)CC1 (configuration not stated)
 : -2%, -4%, -5%, i, i, i, 3%, 3%, ?, -20%, 0%
CCN1C(=O)[C@H]2[C@H]3[C@H](O)[C@H](O)C/C(=N/O[C@@H](C)c4cn([C@H](CO)Cc5ccccc5)nn4)[C@@H]3CC[C@@H]2C1=O
 : 2%&-2%[11.5 µM], -3%&1%[11.5 µM], ., ., ., ., 8%&0%[11.5 µM], 1%&-1%[11.4 µM], -6%&-2%[11.4 µM], ., 11%&-4%[11.4 µM]
COCC(=O)N1CCC[C@@]2(CCN(c3ccccc3)C2)C1
 : -6%, -7%, 25%, i, i, i, -3%, 1%[11.4 µM], 2%, -1%, 8%
Cc1nn(-c2ccccc2)c(Cl)c1C(=O)N1CCN(c2ncnc3c2cnn3-c2ccccc2)CC1
 : -1%, 0%, 261%[activator], i, ?, i, 7%, 3%, 16%, 39%, -27%
Cc1c(NC(=O)c2ccccc2F)c(=O)n(-c2ccccc2)n1C
 : 0%, 0%, -4%, i, ?, i, 0%, -35%, 4%, 3%, 1%
C1=C(CCNC2=NCCCCC2)CCCC1
 : 0%, -1%, 1%, i, ?, i, 9%, 0%, 15%, -15%, 6%
CCN(CC)C(=O)c1cn(C)c2ccc(S(=O)(=O)N(CC)CC)cc2c1=O
 : 3%, 0%, 4%, i, i, i, 10%, 1%, 6%, -2%, 3%
O=S(=O)(c1ccc(S(=O)(=O)N2CCCC3(CCCCC3)C2)cc1)N1CCCCC1
 : 0%, -2%, -6%, i, i, i, -4%, 3%, ?, -9%, 4%
O=C(O)COc1cccc(-c2ocnc2-c2nc(-c3ccccc3)c(-c3ccccc3)o2)c1
 : -25%, -4%, ., ., ., ., -29%, -11%, 11%, ?, 4%
O=C(Cn1nc(Cl)nc1Cl)c1cc2ccccc2oc1=O
 : -6%, -8%, 12%, i, ?, i, ?, -3%, ?, -10%, ?
O=C(c1cnn2cccnc12)N1CCN(c2ccccc2)CC1
 : 1%, -1%, 1%, i, i, i, -10%, 2%, 3%, 7%, -5%
COc1ccc(Cc2nnc(SCC(=O)N3CCN(c4ccccc4)CC3)o2)cc1
 : 0%, -2%, 5%, ?, i, i, -14%, 0%, 28%, 26%, -22%
COC(=O)N1CCC[C@@]2(CCN(c3ccccc3)C2)C1
 : -4%, -4%, 20%, i, i, i, -5%, -2%[11.4 µM], ?, -3%, 10%
CCO/C([O-])=N/c1c[n+](N2CCOCC2)no1
 : 4%, 2%, 5%, i, ?, i, 5%, 0%[25.5 µM], 5%[25.6 µM], 6%[25.6 µM], -14%
COCCn1c(SCc2nc3ccccc3s2)nc2ccccc21
 : -4%, -1%, 2%, i, ?, i, -8%, ?, ?, 3%, -23%
CCC(C)Sc1nc2c(cnn2-c2ccc(C)cc2)c(=O)[nH]1 (configuration not stated)
 : 0%, -4%, ., ., ., ., ., 1%, 0%, 16%, 2%
Cc1cc(N2CCCC2=O)cc(C)c1S(=O)(=O)NCCOc1ccccc1
 : 0%, -1%, 4%, i, ?, i, ?, 0%, 23%, 2%, 10%
COc1ccc(NC(=O)c2cc(-c3ccc(OC)c(OC)c3)on2)cc1OC
 : -5%, -4%, 6%, i, i, i, 7%, 2%, 4%, 11%, -20%
Cc1ccc(N(CN2CCCC2=O)C(=O)c2ccc(C)c(C)c2)cc1
 : -3%, 1%, 4%, i, ?, i, 7%, 3%, 8%, 3%, 7%
COc1ccc(O[C@H]2C=C[C@@H](c3ccccc3)O[C@H]2COC(=O)CC/C(C)=N\OC[C@@H](O)[C@H]2O[C@H]3OC(C)(C)O[C@H]3[C@@H]2O)cc1
 : 1%[11.5 µM], -1%[11.5 µM], ., ., ., ., 5%[11.5 µM], 0%[11.4 µM], 2%[11.4 µM], ., 3%[11.4 µM]
O=C(CSc1nnc(-c2ccco2)n1Cc1ccco1)NCc1cccs1
 : 0%, 5%, 1%, i, ?, i, -13%, 1%, ?, 10%, 5%
CCOC(=O)CSC1=C(C#N)C(c2ccccc2Cl)C(C(=O)OC)C(=O)N1 (configuration not stated)
 : 1%, 0%, 4%, ., ., ., -17%, -1%, -1%, 3%, -8%
CO/N=C1/c2cc(OC)ccc2O[C@@H](c2cccc(OC)c2)[C@H]1O
 : 0%[11.5 µM], -1%[11.5 µM], ., ., ., ., 8%[11.5 µM], -1%[11.4 µM], -3%[11.4 µM], ., 10%[11.4 µM]
CC(C)(C)NC(=O)C(c1ccc(I)cc1)N(CCN1CCOCC1)C(=O)CCCNC(=O)c1ccccc1 (configuration not stated)
 : 0%, 1%, ., ., ., ., -8%, ., ?, -4%, 0%
COC(=O)c1ccc(NC(=O)c2ccco2)cc1
 : -1%, -2%, -2%, ., ., ., 1%, 20µM*, 9%, -6%, -4%
Cc1ccc(/C=N/c2sc3c(c2C#N)CCC3)s1
 : 0%, -4%, 4%, i, i, i, -21%, 1.6µM*, 0%, 2.5µM*, -5%
Cc1ccc(S(=O)(=O)Nc2ccc3nc(N)sc3c2)cc1
 : 1%, -1%, 35%[activator], ?, i, i, -11%, -3%, 14%, -22%, ?
CSC1=C(C#N)C2(CCCCC2)C(C(=O)Nc2ccccc2)=C(C)N1
 : -3%, -1%, ., ., ., ., -1%, 3%, -5%, -4%, 7%
O=C(N[C@@]1(C(=O)O)C[C@@H]1c1ccccc1)c1ccccc1
 : 1%[11.5 µM], -3%[11.5 µM], ., i, ?, i, 23%[11.5 µM], 3%[11.4 µM], 6%[11.4 µM], -2%[11.4 µM], 3%[11.4 µM]
CCCCOC(=O)Nc1cc(OC)c(Cl)cc1OC
 : 0%, -3%, -6%, ., ., ., 30%, 0%, ?, 10%, 1%
O=C(Nc1ccc(C(=O)N2CCOCC2)cc1)Nc1cccc(Cl)c1
 : -1%, -1%, ., i, i, i, -23%, 16µM*, -16%, 4%, 2%
CCN(CC)CCCN1C(=O)C(=O)/C(=C(/O)c2ccc3c(c2)OCO3)C1c1ccccn1 (configuration not stated)
 : -3%, 2%, -11%, i, i, i, 6%, 1%, -3%, -6%, -7%
O=C(Cn1nc(-c2ccccc2F)ccc1=O)NCc1ccc2c(c1)OCO2
 : 0%, 0%, -1%, i, i, i, 1%, -1%, 13%, -18%, -9%
COc1ccc(CNC(=O)c2ccc3c(c2)N(C)C(=O)CS3=O)cc1 (configuration not stated)
 : -1%, -4%, ., ., ., ., -14%, 0%, 16%, 7%, -16%
O=C(CC(=O)NCc1cccnc1)NCc1cccnc1
 : 2%, -1%, 3%, i, ?, i, 6%, 4%, 6%, -4%, -10%
CC(C)C[C@H](NC(=O)OC(C)(C)C)C(=O)N1CCC(C(=O)N[C@@H](Cc2ccccc2)C(=O)O)CC1
 : 1%, 0%, 4%, i, i, i, 1%, 2%, 3%, 17%, 10%
O=C(CSc1nnc(Cn2nnc(-c3ccccc3)n2)n1-c1ccccc1)Nc1ccccc1
 : 0%, -4%, 79%[activator], i, i, i, -7%, -1%, 0%, 8%, 2%

Shown as a hit in Tau fil binding (from the list above):
SMILES	Casp7 inh	Caspase-1 inhib	Texas Red fluor	Fluorescein fluor	Rhodamine autofl	Luciferase inh	Tau fil binding	HADH2 inh
Cc1ccc(/C=N/c2sc3c(c2C#N)CCC3)s1	0%	-4%	i	i	i	1.6µM*	2.5µM*	-5%

Looked up above.
`O=C(Nc1ccc(C(=O)N2CCOCC2)cc1)Nc1cccc(Cl)c1` in Luciferase inh is entered as 16µM*
`CC(C)(C)NC(=O)C(c1ccc(I)cc1)N(CCN1CCOCC1)C(=O)CCCNC(=O)c1ccccc1` (configuration not stated) in Caspase-1 inhib is entered as 1%
